High-throughput results from PubChem.
DAT uptake mod – modulates human dopamine transporter uptake under cocaine; Q01959; LLC-PK1 hDAT cells, [14C]-dopamine uptake with cocaine IC80; actives deviate in either direction; B-score at 10 µM; 110,000 tested, 1.3% active; AID 449768;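 active = Z score or B-score, a plate-position-corrected score, falls beyond the plate's 99.7% confidence bounds, in either direction; inactive = both scores lie inside the 99.7% bounds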;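 note: scored against the spread of the other compound wells on the same plate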
Target sequence (Q01959 whole entry, looked up): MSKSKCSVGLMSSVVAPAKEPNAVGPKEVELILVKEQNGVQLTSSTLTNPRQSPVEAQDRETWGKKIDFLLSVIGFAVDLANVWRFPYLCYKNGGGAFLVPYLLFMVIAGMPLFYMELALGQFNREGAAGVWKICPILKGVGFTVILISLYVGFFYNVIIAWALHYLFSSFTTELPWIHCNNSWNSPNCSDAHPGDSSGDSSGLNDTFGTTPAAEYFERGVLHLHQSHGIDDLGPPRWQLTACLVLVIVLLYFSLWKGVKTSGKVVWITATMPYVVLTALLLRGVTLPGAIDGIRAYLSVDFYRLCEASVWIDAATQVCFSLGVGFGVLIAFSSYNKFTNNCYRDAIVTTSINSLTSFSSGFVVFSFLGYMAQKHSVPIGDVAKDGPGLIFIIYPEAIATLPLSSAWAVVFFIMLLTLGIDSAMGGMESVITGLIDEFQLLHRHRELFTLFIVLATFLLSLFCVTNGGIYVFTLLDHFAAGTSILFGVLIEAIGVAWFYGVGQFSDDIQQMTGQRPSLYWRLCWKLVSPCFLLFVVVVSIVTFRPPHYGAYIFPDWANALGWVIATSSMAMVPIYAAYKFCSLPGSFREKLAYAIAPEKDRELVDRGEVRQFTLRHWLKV
Candida biofilm – kills Candida albicans biofilms | 85,000 tested, 0.14% active | AID 834 | inhibition, % at 6 µM | C. albicans biofilm + clotrimazole, Alamar Blue;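 active = inhibition above 20%; inactive = inhibition below 20%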;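 note: preformed 24 hr biofilms exposed to compound for 48 hr; 0% = biofilm without compound and 100% = blank killed by clotrimazole plus chlorhexidine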
* hit, by the source's call; x = no result given.

SMILES | DAT uptake mod | Candida biofilm
NC(=O)CC(NC(=O)Cc1ccc(Br)cc1)c1ccc(NCCc2ccc(F)cc2)c([N+](=O)[O-])c1 (stereo not drawn) | -0.42 | x
CC1=C(C(=O)OCc2ccccc2)C(c2ccccc2OS(=O)(=O)c2ccc(C)cc2)NC(=O)N1CCCC(=O)O (stereo not drawn) | 2.5* | x
Cc1ccc(S(=O)(=O)N2CCC(=O)N(C(COCc3cccc(C)c3)Cc3ccccc3)CC2)cc1 (stereo not drawn) | 1.8 | x
COC(=O)COc1cccc2c(=O)n(CC(=O)NCCc3ccccc3)ccc12 | 0.53 | x
CCN(CC)C(=O)c1[nH]cnc1C(=O)N[C@@H](C)C(=O)OC(C)(C)C | -0.29 | x
CC(C)C[C@H]1COCCS(=O)(=O)N1Cc1ccccc1F | -0.41 | x
CCCCCc1cc(=O)oc2c(C(CCN(CC)CC)c3cc(OC)c(OC)c(OC)c3)c(OC)cc(OC)c12 (stereo not drawn) | -0.26 | x
CCOC(=O)CN1C(=O)N[C@@H](c2ccc(Br)cc2)C(C(=O)OC)=C1C | -0.0046 | x
CN1CC(=O)N2[C@H](c3ccc4c(c3)OCO4)c3[nH]c4ccccc4c3C[C@@H]2C1=O | 0.85 | x
COc1cccc2c1C(=O)c1c(O)c3c(c(O)c1C2=O)C[C@@](O)(C(=O)CO)C[C@@H]3O[C@H]1C[C@H](N)[C@H](O)[C@H](C)O1 | -1.7 | x
O=C([C@@H]1CC=C[C@@H]2CCN(C3CC3)C(=O)[C@@H]21)N1CCN(c2ccccc2)CC1 | 1.2 | x
COc1ccc(OC)c(C(=O)NC(CC(N)=O)c2ccc(N3CCC(N4CCCC4)CC3)c([N+](=O)[O-])c2)c1 (stereo not drawn) | -0.063 | x
COC(=O)c1c(NC(=O)CN2C(=O)c3ccccc3C2=O)sc(Cc2ccc3c(c2)OCO3)c1C | -0.75 | x
COc1ccc2c(c1)O[C@@H](c1cccc(C(F)(F)F)c1)[C@H](OC(=O)Nc1ccc(OC(F)F)cc1)C2=O | 1.2 | x
C[C@@H](C(=O)NCc1ccccn1)[C@@H]1C[C@@]1(C)[C@@H](NC(=O)OCc1ccccc1)c1ccccc1 | 1.3 | x
CCOC(=O)[C@@H]1[C@H]2COc3ccccc3[C@@H]2N2C(=O)N(c3ccc(C(F)(F)F)cc3)C(=O)[C@]12C | 0.38 | x
COCCN1C(=O)N(C)[C@@H](c2ccccc2)C(C(C)=O)=C1C | -0.42 | x
COC(=O)[C@@H]1C[C@@H]2CC[C@@H](O)C[C@@H]2N1Cc1ccc(Cl)cc1 | 0.027 | x
CCN1C(=O)N[C@@H](c2cccc(F)c2)C(C(=O)OC)=C1C | 0.39 | x
O=C(NCCSc1c[nH]c2ccccc12)c1ccc2c(c1)OCO2 | -0.46 | x
COc1ccc(C[C@H]2CN3C(=NC[C@@H]3Cc3ccccc3)N2CCNC(=O)c2ccc(C)c(Br)c2)cc1 | -0.7 | x
CCOC(=O)COc1cccc2c(=O)n(CC(=O)NCCc3ccccc3)ccc12 | 1 | x
Clc1ccc(C2[C@H]3CN(Cc4ccc(-c5ccccc5)cc4)[C@H](c4ccccc4)C34CC2(c2cccnc2)C4)cn1 (stereo partly drawn) | -0.072 | x
O=c1cc(-c2ccc(O)c(-c3c(O)cc(O)c4c(=O)cc(-c5ccc(O)cc5)oc34)c2)oc2cc(O)cc(O)c12 | 1.4 | x

Six entries from above, with two lines to a compound.
Order of results: DAT uptake mod	Candida biofilm
> COc1ccc2c(c1)O[C@@H](c1cccc(C(F)(F)F)c1)[C@H](OC(=O)Nc1ccc(OC(F)F)cc1)C2=O
 : 1.2	x
> C[C@@H](C(=O)NCc1ccccn1)[C@@H]1C[C@@]1(C)[C@@H](NC(=O)OCc1ccccc1)c1ccccc1
 : 1.3	x
> CCOC(=O)[C@@H]1[C@H]2COc3ccccc3[C@@H]2N2C(=O)N(c3ccc(C(F)(F)F)cc3)C(=O)[C@]12C
 : 0.38	x
> COCCN1C(=O)N(C)[C@@H](c2ccccc2)C(C(C)=O)=C1C
 : -0.42	x
> COC(=O)[C@@H]1C[C@@H]2CC[C@@H](O)C[C@@H]2N1Cc1ccc(Cl)cc1
 : 0.027	x
> CCN1C(=O)N[C@@H](c2cccc(F)c2)C(C(=O)OC)=C1C
 : 0.39	x

Going on with the list:
SMILES | DAT uptake mod | Candida biofilm
CCCCC1=CC2=C(c3ccco3)C(=O)C(C)(OC(=O)c3ccc(OC)cc3)C(=O)C2=CN1Cc1ccc2c(c1)OCO2 (stereo not drawn) | 0.079 | x
CC1(OC(=O)c2ccc(Cl)nc2)C(=O)C=C2C=C(c3ccsc3)OC=C2C1=O (stereo not drawn) | -0.65 | x
O=C(c1cccc(Cl)c1)N1CCC(=O)N(C(COCc2ccccc2)Cc2ccccc2)CC1 (stereo not drawn) | 0.64 | x
COc1ccc(/C=C/C(=O)c2ccc(OC)cc2O)cc1 | -0.33 | x
COc1ccc(-c2noc3c2-c2nc(-c4ccccc4)sc2CC3)cc1 | 0.056 | x
O=C(C1=C[C@H](c2ccc(Br)cc2)C[C@H](OCc2ccc(CO)cc2)O1)N1CCN(Cc2ccc3c(c2)OCO3)CC1 | -0.34 | x
C=C1CCN([C@@H](CC(C)C)C(=O)N2CCCC2)S(=O)(=O)c2ccccc21 | 0.12 | x
O=C(NC1CC1)C1=C[C@H](c2c[nH]c3ccccc23)C[C@H](OCCCCO)O1 | 0.92 | x
CCc1ccc(NC(=O)CC2C(=O)N(c3cccc(C)c3)C(=O)N2C2CC2)cc1 (stereo not drawn) | -0.58 | x
c1ccc(N2OCC3Cn4c(nc5ccccc54)C32)cc1 (stereo not drawn) | -0.31 | x
CC(C)=CCc1c(O)c(CC=C(C)C)c2occ(-c3ccc(O)cc3)c(=O)c2c1O | 1.8 | x
CC(C)C[C@H](NC(=O)c1nc[nH]c1C(=O)N1CCc2ccccc2C1)C(=O)OCc1ccccc1 | 0.052 | x
O=C(Nc1cc(Cl)ccc1Cl)c1noc2c1CCCC2 | 2 | x
CC(C)CNC(=O)C1Nc2ccc(C(F)(F)F)cc2C2C=CCC12 (stereo not drawn) | -0.84 | x
C#CCOCCOCCOCCNc1nc(N2CCN(C(=O)[C@H](CCCCN)n3cc([C@@H](N)CO)nn3)CC2)nc(N2CCN(C(=O)[C@H](Cc3ccc(O)cc3)n3cc([C@@H](N)CC(C)C)nn3)CC2)n1 | 0.54 | x
O=c1c(OC2OC(CO)C(O)C(O)C2OC2OC(CO)C(O)C(O)C2O)c(-c2ccc(O)cc2)oc2cc(O)cc(O)c12 (stereo not drawn) | 0.88 | x
Cc1nc(C(=O)Nc2ccc(Cl)cc2)sc1C1(C)CC(c2ccccc2)=NO1 (stereo not drawn) | 0.68 | x
CCOCCn1c(CN2CCN(C)CC2)nc2c1c(=O)n(C)c(=O)n2C | 0.63 | x
O=C1OCCN1C(=O)[C@H]1[C@H](c2ccc(F)cc2)C(c2ccc(F)cc2)=NN1c1ccccc1 | -0.83 | x
COC(=O)C1=C(C)N(CCCC(=O)O)C(=O)NC1c1ccc(C#N)cc1 (stereo not drawn) | -1 | x
C[C@@]12CCC=C[C@H]1[C@H](c1ccc(C(F)(F)F)cc1)N(Cc1ccccc1)C2=O | 0.49 | x
COC(=O)CCCC1=CC2=CC(=O)C(C)(OC(=O)c3cccs3)C(=O)C2=CN1CC(C)C (stereo not drawn) | -0.97 | x
Cc1ccc(S(=O)(=O)NC(CCc2ccccc2)CC(=O)C(C)(C)C)cc1 (stereo not drawn) | 1.1 | x
O=C(NCC(c1cccnc1)N1CCN(c2ccc(F)cc2)CC1)c1ccco1 (stereo not drawn) | -0.74 | x
COCCNC(=O)C1CC2Cn3c(nc4cc(C)c(C)cc43)C2N1C (stereo not drawn) | 0.27 | x
C[C@H]1C=C(C(=O)NC2CC2)O[C@@H](OCc2ccc(CO)cc2)C1 | -0.012 | x
CCNC(=O)[C@H]1O[C@@H](n2cnc3c(N)nc(NCCc4ccc(CCC(=O)O)cc4)nc32)[C@H](O)[C@@H]1O | -1.3 | x
COC(=O)CCCC1=CC2=C(c3ccccc3)C(=O)C(C)(OC(=O)C3CCCC3)C(=O)C2=CN1c1ccccc1 (stereo not drawn) | 0.91 | x
O=P(Cc1cccc[n+]1[O-])(c1ccccc1)c1ccccc1 | -0.43 | x
O=C(O[C@H]1[C@H](Oc2ccccc2COC(=O)C2(O)C=CCCC2=O)O[C@H](CO)[C@@H](O)[C@@H]1O)c1ccccc1 (stereo partly drawn) | -0.028 | x
CC1CCN(C(=O)c2[nH]cnc2C(=O)N[C@@H](CCCCNC(=O)OC(C)(C)C)C(=O)OC(C)(C)C)CC1 | 0.55 | x
COc1ccc(CN2C(=O)N(c3ccc(OC)cc3)C(=O)C2CC(=O)Nc2ccccc2)cc1 (stereo not drawn) | 0.85 | x
CN1CCN(C(=O)C2=C[C@@H](c3ccc(C(F)(F)F)cc3)C[C@@H](OCc3ccc(CO)cc3)O2)CC1 | 0.15 | x
CCCCCCNC(=O)c1ccc(Br)o1 | 0.46 | x
O=C(c1cccc(C(F)(F)F)c1)N1CCC(=O)N(C(CO)Cc2ccccc2)CC1 (stereo not drawn) | -1.9 | x
O=C(NC1CC1)C1=C[C@H](c2ccccc2)C[C@H](OCc2ccc(CO)cc2)O1 | -1.1 | x
CC(C)n1nc(Cc2cccc3ccccc23)c(C#N)c1N | 0.14 | x
CN(C)c1nc(N)c(C(=O)N=C(N)N)nc1Cl | 0.12 | x
C#Cc1ccc([C@@H]2C=C(C(=O)N3CCN(Cc4ccccc4)CC3)O[C@H](OCC)[C@H]2CCCO)cc1 | 1 | x
O=C(NCc1cccc(C(F)(F)F)c1)C1CC(c2ccc(C(F)(F)F)cc2)=NO1 (stereo not drawn) | 1.5 | x
Cc1ccc2c(c1)COc1c3ccc(C(=O)NCC4CC4)cc3nn1-2 | -0.15 | x
Cn1c(=O)cc(N2CCOCC2)[nH]c1=O | 0.14 | x
CN1CCN(C(=O)c2ccc(CSc3nc4ccncc4n3Cc3ccc(F)cc3)cc2)CC1 | -1.6 | x
O=C1c2ccccc2C(=O)N1Cc1cc(-c2ccc(Cl)cc2)no1 | -0.032 | x
Cc1ccc(-n2nnc(-c3ccnc4ccccc34)n2)cc1 | 0.95 | x
O=C(c1ccc2c3n(nc2c1)-c1ccccc1CO3)N1CCCCC1 | 2.6* | x
COCCN1C(=O)N[C@@H](CCc2ccccc2)[C@H](C(=O)OC)[C@H]1C | 0.13 | x
CSCC(=O)NS(=O)(=O)c1ccc(C)cc1 | 0.39 | x
NCCCC[C@@H]1NC(=O)c2cc([N+](=O)[O-])cc(F)c2NCCCC[C@@H](C(N)=O)NC(=O)CNC1=O | 0.24 | x
CCOc1ccc(NC2c3ccccc3C(=O)N2c2ccc(Cl)cn2)cc1 (stereo not drawn) | -0.62 | 17
CCn1c(=O)c2cc(C(=O)NCc3cccs3)sc2c2ccccc21 | -0.19 | 12
CCc1ccc(NC(=O)CSc2nnc(Cn3c(=O)sc4ccccc43)n2C)cc1 | -0.16 | 14
O=C(Nc1nnc(-c2ccc(F)cc2)o1)c1ccco1 | -2.1 | 2
Cc1ccc(NC(=O)CSc2nnc(Cn3c(=O)sc4ccccc43)n2C)cc1 | 0.18 | 13
CO[C@@]1(NC(=O)CSCC#N)C(=O)N2C(C(=O)O)=C(CSc3nnnn3C)CS[C@@H]21 | -0.75 | 9
CCC(=O)Oc1ccc(/C(CC)=C(\CC)c2ccc(OC(=O)CC)cc2)cc1 | -0.15 | 11
Cn1c(=O)c2c(nc(NCCCO)n2CCc2ccccc2)n(C)c1=O | -0.42 | 5
O=C(O)C1CCCN1S(=O)(=O)c1ccc2ccccc2c1 (stereo not drawn) | 0.024 | -3
Cc1nn(C)c(C)c1S(=O)(=O)N(CC(=O)NCc1cccs1)c1ccc(C(C)C)cc1 | 1.2 | -1
Cc1c(Cc2ccccc2)c(=O)oc2c(CN(C)C)c(O)c(Cl)cc12 | 0.27 | 11

Next part.
SMILES | DAT uptake mod | Candida biofilm
COc1ccc(Cn2nnc3c(=O)[nH]c(C4CCCN(C(=O)c5ccccc5)C4)nc32)cc1 (stereo not drawn) | 2.2 | 19
COc1ccc(NC(=O)CN2CC(c3ccccc3)CC2=O)cc1OC (stereo not drawn) | 1.2 | -4
N[C@@H](Cc1cc(I)c(O)c(I)c1)C(=O)O | -0.11 | 3
Cc1cnc(C(=O)Nc2cccc(-c3nnc4n3CCCCC4)c2)cn1 | -0.96 | 5
CC(C)(C)NC[C@H](O)COc1nsnc1N1CCOCC1 | -1.2 | 10
CC(=O)[C@@]1(O)CC[C@H]2[C@@H]3C[C@H](C)C4=CC(=O)CC[C@]4(C)[C@H]3CC[C@@]21C | -0.11 | 13
CC(=O)OC[C@H]1O[C@@H](n2ncc(=O)[nH]c2=O)[C@H](OC(C)=O)[C@@H]1OC(C)=O | 0.97 | 3
CCOC(=O)C(NC(=O)C1CCCN1C(=O)OCc1ccccc1)C(=O)OCC (stereo not drawn) | -0.0091 | 5
OC[C@H]1O[C@@H](n2cnc3c(NC4CCCC4)ncnc32)[C@H](O)[C@@H]1O | 0.68 | 7
O=C(c1ccccc1)c1ccc2nc(N3CCCCC3)c3nncn3c2c1 | 0.39 | 4
Cc1noc(C(=O)NCc2cccnc2)c1Cl | -0.72 | -1
CCC(=O)O[C@@H]1CC(=O)O[C@H](C)CC=CC=C[C@@H](O)[C@H](C)C[C@H](CC=O)[C@H](O[C@H]2O[C@H](C)[C@@H](O[C@H]3C[C@@](C)(O)[C@@H](OC(=O)CC)[C@H](C)O3)[C@H](N(C)C)[C@H]2O)[C@H]1OC | -0.89 | 9
C[C@]12CCC(=O)C=C1CC[C@@H]1[C@@H]2[C@@H](O)C[C@@]2(C)[C@H]1CC[C@]2(O)C(=O)CO | -0.076 | 8

2 compounds drawn at random from those above:
SMILES | DAT uptake mod | Candida biofilm
CC(C)(C)NC[C@H](O)COc1nsnc1N1CCOCC1 | -1.2 | 10
COc1ccc(Cn2nnc3c(=O)[nH]c(C4CCCN(C(=O)c5ccccc5)C4)nc32)cc1 (stereo not drawn) | 2.2 | 19

A portion of the library; count on the stated rates, not on these rows.
